# CCT chaperon mod – cytosolic chaperonin activity modulation | purified chaperonin ATPase assay, HTRF ADP detection, 30 min | activity change, % (concentration not given with the values), hits read low | 0.3% of 360,000 active | AID 651819; in the data active means activity change below about -30%; further: on the % scale 0 is the no-effect control and ±100 the full control effect
#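 We incubate TRiC, 40 or 20 nM final, with library compounds at 76 uM and 10 uM ATP for 30 min at 37 °C. ADP formed is detected with Transcreener HTRF reagents after 30 min at room temperature.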
# Abeta yeast res – restores growth of yeast expressing A-beta42 peptide. 0.063% of 410,000 active. yeast expressing A-beta42, growth rescue, OD600, 48 h; response scale: 0% DMSO, 100% iron-clioquinol control. AID 1347071. Potency, µM (doses to about 46.1 µM), inactives show top-dose growth rescue, usual class: activators; further: potency means the concentration at half of the fitted maximal effect; nearly all actives have a fitted effect of over 55% in size
#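 Yeast A-beta toxicity model in growth medium with pinned compounds, 48 h at 30 C; growth read as absorbance at 600 nm. Normalized to FeCl3/clioquinol equimolar mix (positive) and DMSO (negative).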
# Nrf2 ARE act – activators of Nrf2 (ARE) signaling; AREc32 ARE-luciferase reporter (MCF7-derived line), luminescence, 24 h; Potency, µM (titrated, usually from 46.1 µM), inactives show at the highest dose activation, actives largely listed as activators; 0.31% of 410,000 active; further: potency means the concentration at half of the fitted maximal effect; % of control where 0% means no effect; nearly all actives have a fitted effect of over 65% in size
#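 ARE-driven firefly luciferase activity in AREc32 cells measured after a 24 hr compound exposure at 37 deg C, using Steady-Glo reagent and a 30 min room-temperature hold.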
# TGFb inhibitor – blocks TGF-b signaling; AID 588855; Potency, µM (highest dose often 46.1 µM), inactives show top-dose activity, negative = inhibition, hits mostly inhibitors; 1.2% of 410,000 active; HepG2 CAGA-GFP TGF-b/SMAD3 reporter, GFP fluorescence, 18 h; TGF-beta stimulated, 500 pg/mL final; further: potency means the concentration at half of the fitted maximal effect; on the % scale 0 is the no-effect control and ±100 the full control effect; nearly all actives have a fitted effect of over 65% in size
#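 HEPG2 CAGA-GFP reporter cells (1000/well, DMEM with 1% FBS) received compounds, then recombinant TGF-beta at 500 pg/mL final for 18 hours at 37 degrees C. Per-cell GFP summed per well was normalised to unstimulated and stimulated DMSO controls before curve fitting.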
# pAkt inh – Akt phosphorylation inhibition; 0.32% of 360,000 active; Neuro2A IGF-stimulated pAkt S473 HTRF, 20 min; stronger effect = lower value; activity change, % for hits at 50 µM; in the data active means activity change below about -80%; inconclusive means mostly about -51% to -80%; further: on the % scale 0 is the no-effect control and ±100 the full control effect
#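 Neuro2A cells (4,500/well, DMEM with 0.5% FBS) were treated with compound at a single 50 µM final concentration, stimulated with 6 nM IGF for 20 min at 37 °C, and lysed. Phospho-Akt Ser473 was read by HTRF as 665/615 ratio ×10^4.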
# A549 viability – counter-screen for Nrf2 inhibitors: cytotoxicity in A549 cells; A549 ARE-Fluc cells, CellTiter-Fluor viability, 18-24 h; Potency, µM (titrated, usually from 46 µM), for the others: top-dose activity change, negative = cytotoxicity, hits mostly inhibitors; 0.16% of 390,000 active; AID 504648; further: potency means the concentration at half of the fitted maximal effect; on the % scale 0 is the no-effect control and ±100 the full control effect
#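 Cytotoxicity counterscreen: CellTiter-Fluor fluorescence was measured in A549 ARE_Fluc cells after 18-24 h of compound exposure in a concentration series. The subsequent BugLite luminescent read reports ARE-luciferase activity.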
# HepG2 viability – counter-screen for TGF-b inhibitors: cytotoxicity in HepG2 cells | HepG2 CAGA-GFP viability, ATP luminescence, 18 h | Potency, µM (highest dose often 46.1 µM), for the others: at the top dose activity change, negative = cytotoxicity, hits mostly cytotoxic | 0.76% of 410,000 active; further: potency means the concentration at half of the fitted maximal effect; some results filed as inactive show a strong effect at the top dose
#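 HepG2 CAGA-GFP cells (1000/well, DMEM with 1% FBS) received compound, then TGF-beta at 500 pg/mL final, and were incubated 18 hours at 37 degrees C. Viability was read by CellTiter-Glo luminescence. Media-only wells were set as complete cell-killing and DMSO as no toxicity.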
# MmCpn inh – inhibitors of Methanococcus maripaludis chaperonin (MmCpn); purified Mm-Cpn ATPase, ADP Transcreener TR-FRET; Potency, µM (highest dose often 76.9 µM), for the others: at the top dose activity, negative = inhibition, usual class: inhibitors; AID 504842; 0.031% of 330,000 active; further: potency means the concentration at half of the fitted maximal effect; on the % scale 0 is the no-effect control and ±100 the full control effect; nearly all actives have a fitted effect of over 80% in size
#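 ATP (10 uM final) was added to archaeal chaperonin (25 nM final) after 10 min exposure to test compound at 37°C; after 30 min further incubation, ADP was detected by competitive TR-FRET.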
# Nrf2 inh – Nrf2 pathway inhibition; Potency, µM (highest dose often 46 µM), without a hit: at the highest dose activity change, negative = inhibition, usual class: inhibitors; 2.1% of 360,000 active; AID 504444; A549 ARE-Fluc reporter, luciferase luminescence, 18-24 h; further: potency means the concentration at half of the fitted maximal effect; on the % scale 0 is the no-effect control and ±100 the full control effect; nearly all actives have a fitted effect of over 60% in size
#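 Nrf2 function is reported as luminescence of an ARE-controlled luciferase in A549 cells. Compounds were tested at several concentrations, and a CellTiter-Fluor read on the same wells flagged cytotoxicity.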
# * = called active by the depositor; i = inactive; ? = inconclusive; / = not tested or not shown; & = joins results of further samples; [ ] = dose if it differs, or a comment. Unless noted, the call rests on the fitted dose curve; in most records, active means well fitted curve in the direction sought with a large enough effect; inconclusive means small, poorly fitted or top-dose-only effect, or another doubt; inactive means no such curve, though single readings can be large; an effect the other way counts as inactive or inconclusive.
Structure	CCT chaperon mod	Abeta yeast res	Nrf2 ARE act	TGFb inhibitor	pAkt inh	A549 viability	HepG2 viability	MmCpn inh	Nrf2 inh
O=C(NCc1ccco1)c1cccs1	-0.5	-3%	2.6%	-4%	i	8%	-2%	-2%	/
Cc1ccccc1N1CC(c2nc3ccccc3n2CCC2CCCCC2)CC1=O (stereo not given)	/	-13%	-4.3%	?	/	-2%	-103%	/	23µM*
CC(C)(C)OC(=O)NN1CC(=O)N2[C@@H](Cc3c([nH]c4ccccc34)C2(C)C)C1=O	-2.1	-3%	7.3%	0%	i	?	0%	0%	9%
O=C(NCCCc1nc2ccccc2n1Cc1ccccc1F)c1ccco1	/	11%	5.3%	?	/	-7%	-25%	/	-1%
Cc1cc(OCCN2CCC(Cc3ccccc3)CC2)ccc1[N+](=O)[O-]	1.7	-14%	0.6%[9.22 µM]	?	i	1%	-47%	-3%	8%
O=C(O)CC/C(=N\Nc1ccc(Cl)cc1)c1cccs1	-1.0	-7%	?	10%	i	10%	-6%	2%	15%
Cc1ccc(S(=O)(=O)Oc2ccccc2)cc1	0.3	14%	3.6%	5%	i	5%	13%	/	4%
CCC1CCCCN1C(=O)C(=O)c1cn(CC(=O)N(CC)CC)c2ccccc12 (stereo not given)	0.0	3%	0.0%	-5%	i	-8%	-7%	-1%	20%
CCC(=O)NCc1ccc(-c2nc3ncccc3o2)cc1	2.0	0%	0.8%	-1%	i	-4%	2%	0%	11%
COc1cccc(-c2ccc(NC(=O)C3CCCN(Cc4cc(C)[nH]n4)C3)cc2)c1 (stereo not given)	-0.7	5%	6.6%	23%	i	-8%	-22%	2%	2%
COC(=O)c1ccc(C2C(C(=O)c3cc4ccccc4o3)=C(O)C(=O)N2CCN2CCOCC2)cc1 (stereo not given)	-2.7	3%	0.0%	12%	i	0%	8%	0%	6%
Cn1cccc1C(=O)NNC(=O)COc1ccccc1F	0.0	2%	0.0%	-5%	i	1%	-1%	0%	?
CCN(CC)CCN1C(=O)c2oc3ccccc3c(=O)c2C1c1ccc(F)cc1 (stereo not given)	-0.3	2%	2.6%	-4%	i	7%	3%	0%	17%
CCOc1ccc(NC(=O)Nc2cc(OCC(F)(F)F)cc(OCC(F)(F)F)c2)cc1	-0.6	-24%	4.7%	-16%	i	1%	-16%	-1%	?
Cc1cccc(CC(C)NC(=O)c2oc3c(F)cccc3c2C)n1 (stereo not given)	0.9	-6%	0.2%	-20%	i	3%	-15%	1%	7%
COc1cc(/C=C/C(=O)OCC(=O)Nc2ccc(C)cc2[N+](=O)[O-])ccc1O	-6.2	4%	0.6%	16%	i	6%	-17%	-3%	0%
COc1ccc(NC(=O)c2cc(C3CCCCN3C(=O)c3ccc(Cl)cc3)on2)c(C)c1 (stereo not given)	-2.6	-4%	4.2%	-4%	i	/	-16%	/	/
C=CCN1C(=O)/C(=C\c2ccco2)C(C(=O)OC)=C1C	2.1	-23%	?	1%	i	0%	-19%	1%	8%
COc1ccc(C2CC(c3ccccc3Br)=NN2c2ccc(S(N)(=O)=O)cc2)cc1 (stereo not given)	-0.3	-2%	5.4%	?	i	-18%	13µM*	-4%	?
Cc1cccc(OCC(=O)NNC(=O)c2cccs2)c1	-1.8	11%	-0.4%	0%	i	-4%	9%	0%	-23%

# Sorted by SMILES length (low to high): some entries from above
Structure	CCT chaperon mod	Abeta yeast res	Nrf2 ARE act	TGFb inhibitor	pAkt inh	A549 viability	HepG2 viability	MmCpn inh	Nrf2 inh
C=CCN1C(=O)/C(=C\c2ccco2)C(C(=O)OC)=C1C	2.1	-23%	?	1%	i	0%	-19%	1%	8%
CCN(CC)CCN1C(=O)c2oc3ccccc3c(=O)c2C1c1ccc(F)cc1 (stereo not given)	-0.3	2%	2.6%	-4%	i	7%	3%	0%	17%
COc1ccc(C2CC(c3ccccc3Br)=NN2c2ccc(S(N)(=O)=O)cc2)cc1 (stereo not given)	-0.3	-2%	5.4%	?	i	-18%	13µM*	-4%	?

# The listing continues:
Structure	CCT chaperon mod	Abeta yeast res	Nrf2 ARE act	TGFb inhibitor	pAkt inh	A549 viability	HepG2 viability	MmCpn inh	Nrf2 inh
CCOc1ccc(N/C=C/C(=O)c2cc(OC)c(OC)c(OC)c2)cc1	0.0	17%	3.8%	-7%	i	-20%	-20%	-1%	-19%
CCOC(=O)CC(NC(=O)c1cccc2c1C(=O)N(Cc1cccnc1)C2)c1ccc(OC(C)C)cc1 (stereo not given)	0.1	8%	-0.7%	-9%	i	-7%	-25%	2%	-9%
O=C(c1cccs1)N1CCN(Cc2nc3ccccc3c(=O)[nH]2)CC1	0.2	-8%	0.1%	3%	i	5%	-20%	-2%	10%
COCCCNc1ncnc2c1cnn2-c1ccc(F)cc1	/	6%	-1.2%	0%	/	-5%	0%	/	/
O=C(Cc1ccc(Cl)cc1)N/N=C/c1ccccc1	-0.4	3%	4.0%	-15%	i	?	-11%	2%	10%
FC(F)(F)c1cccc(Cc2noc(CN3CCCC3)n2)c1	-0.6	-8%	1.5%	21%	i	-3%	1%	1%	22%
O=C1/C(=C\c2ccco2)CCC/C1=C\c1ccco1	1.3	-4%	10µM*	-20%	i	0%	-33%	2%	8%
O=C1c2ccccc2C(=O)N1CC(O)COCc1ccccc1 (stereo not given)	-3.3	9%	-0.3%	-15%	i	7%	-16%	0%	9%
C/C(=N\NC(=O)COc1ccc(C(C)(C)C)cc1)c1cc2ccccc2o1	-0.2	-5%	4.0%	-2%	i	7%	-3%	1%	?
CN(CC(=O)Nc1ccc(Cl)cc1)C(=O)CNC(=O)c1ccc2c(c1)OCO2	0.5	10%	2.7%	-5%	i	-17%	3%	0%	17%
C=CCn1c(CCNC(=O)c2ccco2)nc2ccccc21	-2.6	-17%	0.3%	-3%	i	-2%	-7%	0%	-10%
CCCCCCCC(=O)O	-2.4	-23%	-1.0%	-2%	i	9%	-4%	-1%	-13%
O=C(Nc1ccccc1)c1ccc(Br)c(S(=O)(=O)Nc2cccnc2)c1	0.6	-3%	-0.3%	0%	i	0%	12%	0%	14%
COc1ccccc1N(Cc1ccccc1)S(=O)(=O)c1cccc(C(=O)Nc2cccc(C)n2)c1	-1.1	-9%	-0.4%	-1%	i	-2%	-16%	2%	?
CCOC(=O)COc1ccc2c(C#N)c3ccccn3c2c1	-0.2	-3%	-0.3%	2%	i	?	-2%	-3%	9%
CC1(C)Cc2cccc(OCC(=O)Nc3nccs3)c2O1	-3.9	13%	-0.3%	1%	i	-3%	0%	1%	-11%
Cc1ccc(NC(=O)C2CCCN(S(=O)(=O)c3cccc4cccnc34)C2)c(C)c1 (stereo not given)	/	-2%	0.4%	-16%	/	3%	4%	/	14%
CC(C)c1nc(N2CCN(C(=O)c3ccccc3)CC2)c(C#N)c2c1COC(C)(C)C2	0.8	-4%	0.3%	-9%	i	-19%	-8%	1%	?
NS(=O)(=O)c1ccc(NC(=S)Nc2ccn(Cc3cccc4ccccc34)n2)cc1	0.1	-5%	11%	13µM*	i	-4%	-20%	?	?
COc1cccc(-c2ccc(C#N)c(SCC(=O)NCc3ccco3)n2)c1	-2.0	-22%	7.0%	-4%	i	13%	2%	-3%	-3%
CCN(CC)CCC(=O)N1c2ccccc2CCc2ccc(NC(=O)OC)cc21	-0.2	0%	23%	?	i	-12%	-1%	-3%	?
COc1cccc(NC(=O)c2sc3nc(C)c(C(=O)Nc4ccc(C)cc4C)c(-c4ccc(Br)cc4)c3c2N)c1	/	-3%	-0.9%	7%	/	14%	-17%	/	-24%[9.27 µM]
CCOc1ccc(-n2ccc(=O)c(C(=O)O)n2)cc1	-3.7	-2%	1.4%	0%	i	-1%	-5%	0%	2%
Cc1ccc(C(=O)O)cc1NC(=O)CSc1ncnc2sc3c(c12)CCC3	-1.7	-14%	0.1%	5%	i	0%	16%	-4%	-4%
O=C(NCc1ccc(Cl)cc1)C(=O)NCC1OCCN1S(=O)(=O)c1cc(F)ccc1F (stereo not given)	-0.6	1%	2.9%	?	i	-4%	3%	1%	-18%
O=C(Nc1nncs1)c1ccccc1NS(=O)(=O)c1cccs1	-0.6	?	0.5%	-44%	i	-2%	-11%	0%	-22%
CC(=O)OCCn1c(=O)c2cc3c(=O)n(CCOC(C)=O)c(=O)c3cc2c1=O	2.4	-9%	-0.1%	1%	i	-6%	22%	-2%	?
CCOc1ccccc1Nc1nnc(SCC(=O)Nc2cccc(S(=O)(=O)NC3=NCCCCC3)c2)s1	1.0	3%	7.1%	-26%	i	-19%	-31%	-4%	?
COc1ccc(-c2cc(C(=O)N3CCN(Cc4ccccc4)CC3)no2)cc1OC	-2.6	-3%	0.4%	2%	i	0%	-15%	1%	-21%
COc1ccccc1N1CCN(C(=O)CCS(=O)(=O)c2ccc3c(c2)oc(=O)n3C)CC1	0.0	-1%&-4%	-0.4%&-1.0%	9%&-6%	i	1%&3%	5%&2%	0%	-1%&-2%
O=C(NCc1ccccc1)c1c[nH]c2ccc(S(=O)(=O)Nc3ccc4c(c3)OCCO4)cc2c1=O	-0.1	-6%	-0.2%	-25%	i	-1%	-38%	0%	7%
CCOc1ccccc1-c1noc(CCCC(=O)NC2CCCCC2)n1	-1.4	-11%	0.2%	-5%	i	-6%	3%	0%	-1%

# Some of these compounds in order of the Nrf2 ARE act value, smallest number first.
Compound | Nrf2 ARE act
CCOc1ccccc1-c1noc(CCCC(=O)NC2CCCCC2)n1 | 0.2%
COc1ccc(-c2cc(C(=O)N3CCN(Cc4ccccc4)CC3)no2)cc1OC | 0.4%
O=C(NCc1ccc(Cl)cc1)C(=O)NCC1OCCN1S(=O)(=O)c1cc(F)ccc1F (stereo not given) | 2.9%
CCN(CC)CCC(=O)N1c2ccccc2CCc2ccc(NC(=O)OC)cc21 | 23%

# Screening results (PubChem BioAssay)
